Compound activity: PubChem BioAssay, Sanford-Burnham Center for Chemical Genomics
EBI2 antag – EBI2 (human) antagonism; EBI2 beta-arrestin recruitment, luminescence, 7a,25-OHC stimulated; inhibition, % at 5 µM; hit rate 0.81% among 360,000; AID 651636; in the data active = inhibition above about 38%;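 note: enzyme fragment complementation signal reports receptor beta-arrestin coupling in cells; 0% = agonist plus DMSO wells and 100% = wells without agonist; some results beyond the cut were filed as inactive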
Target sequence (P32249 whole entry, looked up, the tested form may be a part): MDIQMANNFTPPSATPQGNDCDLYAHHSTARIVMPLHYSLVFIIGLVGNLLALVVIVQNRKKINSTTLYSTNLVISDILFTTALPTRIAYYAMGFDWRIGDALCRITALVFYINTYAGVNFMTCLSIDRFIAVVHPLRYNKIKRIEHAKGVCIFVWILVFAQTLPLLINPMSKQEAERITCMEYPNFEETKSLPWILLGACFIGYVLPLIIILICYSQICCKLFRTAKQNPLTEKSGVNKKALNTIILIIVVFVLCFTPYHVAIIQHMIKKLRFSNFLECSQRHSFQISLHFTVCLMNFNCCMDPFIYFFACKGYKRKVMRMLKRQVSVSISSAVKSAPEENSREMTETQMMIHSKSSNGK
CCR6 antagonist – blocks CCL20-driven beta-arrestin recruitment at human CCR6; AID 493098; CHO-K1 CCR6 PathHunter beta-arrestin, luminescence, CCL20-stimulated; hit rate 0.49% among 340,000; inhibition, % at 20 µM; P51684;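 active = compounds whose inhibition of the agonist-driven luminescence signal at 20 µM reaches about 50%, limit read from the data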;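 note: cells stimulated with CCL20 at 14 nM final; plate controls were DMSO with CCL20 for no effect and DMSO without agonist for full effect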
Target sequence (P51684 whole entry, looked up): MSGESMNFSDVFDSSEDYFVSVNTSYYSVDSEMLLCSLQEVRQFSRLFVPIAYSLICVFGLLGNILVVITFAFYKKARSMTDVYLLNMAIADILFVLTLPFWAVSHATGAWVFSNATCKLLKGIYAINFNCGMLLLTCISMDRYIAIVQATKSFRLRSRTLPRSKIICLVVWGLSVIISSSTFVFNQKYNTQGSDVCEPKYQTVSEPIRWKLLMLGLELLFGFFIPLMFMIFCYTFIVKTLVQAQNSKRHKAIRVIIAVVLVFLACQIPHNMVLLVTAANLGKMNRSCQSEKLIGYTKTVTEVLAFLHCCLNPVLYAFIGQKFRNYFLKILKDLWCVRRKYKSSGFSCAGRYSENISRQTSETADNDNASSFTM
Gli-Sufu block – Gli-Sufu pathway antagonism. AID 588413. inhibition, % at 5 µM. hit rate 0.74% among 340,000. Sufu-KO-LIGHT fibroblasts, Gli luciferase reporter luminescence;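 active = inhibition above about 55%, limit read from the data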;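 note: 0% = DMSO-treated cells and 100% = wells with medium but no cells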
A3A deaminase – inhibitors of human APOBEC3A DNA deaminase; AID 493011; hit rate 0.41% among 330,000; recombinant A3A, FAM/TAMRA ssDNA deamination fluorescence; inhibition, % at 20 µM; P31941;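 active = at least 40% inhibition at 20 µM here, with at most 30% in a related deaminase screen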;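 note: plate controls were A3A with DMSO for no effect and wells lacking A3A enzyme for full effect; some results filed as inactive read as strong as hits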
Target sequence (P31941 whole entry, looked up): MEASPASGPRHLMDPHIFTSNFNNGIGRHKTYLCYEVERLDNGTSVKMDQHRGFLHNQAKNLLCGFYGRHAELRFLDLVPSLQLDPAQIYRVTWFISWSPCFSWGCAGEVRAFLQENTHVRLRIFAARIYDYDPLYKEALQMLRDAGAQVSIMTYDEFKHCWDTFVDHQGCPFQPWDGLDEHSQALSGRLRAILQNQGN
MPTP inh – permeability transition pore inhibition; isolated mouse mitochondria, Ca2+ swelling absorbance, 30 min; inhibition, % at 10 µM; hit rate 1.4% among 360,000; AID 602449;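 active = inhibition of 50% or more, scaled per plate between neutral and stimulator controls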;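 note: 0% = DMSO wells given calcium and 100% = 1 mM EGTA wells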
GRIN3A LBD mod – modulates the human NR3A ligand-binding domain | NR3A LBD differential scanning fluorimetry, Tm shift; 0% = protein alone, 100% = glycine-bound protein | Tm shift relative to glycine control, % at 25 µM | hit rate 2.5% among 340,000;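 active = melting temperature shift of at least 10% of the positive control shift, at one fixed dose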
APOBEC3G inh – blocks human APOBEC3G single-stranded DNA deamination; inhibition, % at 20 µM; hit rate 0.28% among 330,000; Q9HC16; AID 493012; recombinant A3G, ssDNA deamination FAM/TAMRA fluorescence;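 active = inhibition of at least 40% at 20 µM, with no more than 30% in the related APOBEC3A deaminase screen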;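 note: plate controls were DMSO wells with A3G for no effect and wells lacking A3G enzyme for full effect; some compounds called inactive have numbers as strong as hits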
CXCR6 block – inhibitors of human CXCR6 receptor | CHO-K1 PathHunter CXCR6 beta-arrestin, luminescence | inhibition, % at 20 µM | hit rate 0.36% among 360,000; in the data active = inhibition above about 34%, passing the limit was not always enough;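 note: antagonist mode with CXCL16 agonist at 10 nM final; 0% = 10 nM CXCL16 with DMSO and 100% = unstimulated wells without agonist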
* marks the source's active call; other numbers are inactive results; . = not tested or not shown. This is a random part of the collection. About 5.8% of those tested had a hit in this group.

SMILES	EBI2 antag	CCR6 antagonist	Gli-Sufu block	A3A deaminase	MPTP inh	GRIN3A LBD mod	APOBEC3G inh	CXCR6 block
CCCCNC(=O)c1sc(=S)n2c1[nH]c(=O)c1ccc(C(=O)NCCc3ccc(OC)c(OC)c3)cc12	-6	16	-4	-4	2.5	-3	-1	20
C(=C\c1ccccc1)/C=N/Nc1ccc2nncn2n1	.	19	2	-7	.	0	-9	.
Cc1nc2ccccn2c1/C(O)=C1\C(=O)C(=O)N(CCN2CCOCC2)C1c1cccs1 (stereo not given)	1	8	-21	-2	0.9	0	-3	-3
CCOC(=O)c1oc2ccc(S(=O)(=O)n3nc(-c4ccc(OC)cc4)cc3N)cc2c1C	0	13	25	-1	5.3	-11	-5	5
COc1cc(C(=O)N/N=C/c2ccc(OC(=O)c3ccccc3Cl)c(OC)c2)ccc1O	4	-1	2	-4	1.0	9	-7	-1
CC(C)CN(C(=O)COC(=O)c1cccnc1Cl)c1c(N)n(Cc2ccccc2)c(=O)[nH]c1=O	3	4	20	2	-0.7	-1	3	-2
CN(C(=O)c1ccc(NC(=O)Cc2ccc(NC(=O)C3CCN(C(=O)CCc4ccccc4)CC3)cc2)cc1)C1CC1	5	8	2	0	0.8	-1	-3	-6
CC1(C)CC(=O)C(C=NCCN2CCN(C3CC(=O)N(c4ccc(Cl)c(Cl)c4)C3=O)CC2)=C(O)C1 (stereo not given)	1	1	-2	10	-2.0	-1	-1	-5
c1ccc(-c2ccc(SCc3cccnc3)nn2)nc1	1	0	-41	5	-1.3	0	-3	-6
Cc1nc(N2CCN(c3ccccn3)CC2)c2c(C)c(C(=O)Nc3ccc(Br)cc3C)sc2n1	21	20	1	0	1.6	2	-1	2
N/C(=N\OC(=O)CSc1ccccc1)c1cccc([N+](=O)[O-])c1	-11	-10	-25	0	-0.2	-12	-6	0
O=C(OCc1nnn(Cc2ccccc2)c1-c1c(COC(=O)c2ccccc2)nnn1Cc1ccccc1)c1ccccc1	6	11	1	-3	-1.1	1	-8	-3
COc1ccccc1OCC(=O)NNC(=O)c1cccs1	-13	-4	3	.	1.5	0	.	8
COc1cccc(CC(=O)Nc2sc3c(c2C(N)=O)CCCC3)c1	-5	11	-11	0	-0.4	-3	-1	1
O=C(CSc1ccc(Cl)cc1)NCC1CCCO1 (stereo not given)	-3	3	-4	18	2.8	-1	3	-8
O=S(CC1CC1(Cl)Cl)CC1CC1(Cl)Cl (stereo not given)	-4	8	7	-5	0.1	-4	-6	-10
CCOc1cccc2sc(NC(=O)CC)nc12	-6	2	6	-4	-1.0	1	-7	-3
COc1ccc(C(CNC(=O)COc2ccc(C)c(C)c2)N2CCCCC2)cc1 (stereo not given)	12	8	29	-7	-1.6	1	-7	4
COc1ccc(C(=O)Nc2nnc(-c3ccccc3)s2)cc1	-11	-7	-74	-6	-1.1	0	-1	7
CN(C)C(CNC(=S)Nc1ccccc1)c1cccnc1 (stereo not given)	-4	-10	-1	-4	0.4	4	-7	9
COc1cccc(-c2nnc(NC(=O)C3CCCCC3)o2)c1	-9	12	-4	-1	-0.3	1	-5	4
Cc1cccc(N2CCN(C(=S)NCc3ccco3)CC2)c1C	-1	4	-51	-1	5.1	-3	-4	1
CC(=O)C1=C(O)C(=O)N(CC#N)C1c1cccs1 (stereo not given)	-2	-2	-2	-2	-1.7	3	-6	3
CC1CCN(c2ccc(/C=N\Nc3nncn3N)cc2[N+](=O)[O-])CC1	-11	13	2	.	-3.6	-2	.	-1
CN(C)CC(=O)Nc1cc(C(F)(F)F)ccc1Cl	-2	1	-71	2	-6.8	0	3	11

Exported in markdown: part of the list above.
| canonical_smiles | EBI2 antag | CCR6 antagonist | Gli-Sufu block | A3A deaminase | MPTP inh | GRIN3A LBD mod | APOBEC3G inh | CXCR6 block |
| --- | --- | --- | --- | --- | --- | --- | --- | --- |
| O=S(CC1CC1(Cl)Cl)CC1CC1(Cl)Cl (stereo not given) | -4 | 8 | 7 | -5 | 0.1 | -4 | -6 | -10 |
| CCOc1cccc2sc(NC(=O)CC)nc12 | -6 | 2 | 6 | -4 | -1.0 | 1 | -7 | -3 |
| COc1ccc(C(CNC(=O)COc2ccc(C)c(C)c2)N2CCCCC2)cc1 (stereo not given) | 12 | 8 | 29 | -7 | -1.6 | 1 | -7 | 4 |
| COc1ccc(C(=O)Nc2nnc(-c3ccccc3)s2)cc1 | -11 | -7 | -74 | -6 | -1.1 | 0 | -1 | 7 |

Next part
SMILES	EBI2 antag	CCR6 antagonist	Gli-Sufu block	A3A deaminase	MPTP inh	GRIN3A LBD mod	APOBEC3G inh	CXCR6 block
COCC(C)n1c(C)cc(C(=O)COC(=O)CCc2nc3ccccc3c(=O)[nH]2)c1C (stereo not given)	6	-4	-41	2	-0.8	0	-10	4
CCCn1c(SCC(=O)NCC(=O)Nc2ccc(F)c(F)c2F)nc2ccccc2c1=O	-10	11	8	-3	-0.5	0	-11	-3
C=CCc1ccccc1OCCNCCCOC	-3	8	1	1	0.7	-5	-1	-5
COc1ccc(CCNC(=O)[C@H](C)N2C(=O)N3CCc4c([nH]c5ccccc45)[C@@]3(C)C2=O)cc1	10	-9	0	4	-0.5	0	-6	2
CCOc1ccc(S(=O)(=O)NCCC(=O)N(CC)CC(=O)Nc2c(F)cccc2F)cc1	-13	6	0	-4	-1.5	1	-6	-2
CC(=O)Nc1cc(C(=O)N2CCCC2)ccc1Sc1ccc(C)cc1	-3	-21	-3	9	-1.6	1	1	-4
O=C(NNc1ccccc1Cl)C(O)(c1cccc(C(F)(F)F)c1)c1cccc(C(F)(F)F)c1	9	16	12	8	90*	28*	3	2
COC(=O)COc1c(/C=C\c2nc(O)c([N+](=O)[O-])c(=O)[nH]2)cccc1OC	11	-1	5	-3	-0.1	-1	-2	6
CCOC(=O)c1cc(-c2ccc(OC(F)F)cc2)nc2nc(SC)[nH]c(=O)c12	0	8	19	-1	1.4	-29	-4	4
CC(C)Cn1c(N)c(C(=O)COC(=O)c2nccnc2N)c(=O)n(C)c1=O	-5	4	-5	-1	0.4	0	-4	-3
C=CCSc1nnc(NC(=O)COc2ccc3ccccc3c2)s1	-6	13	10	-5	3.4	-6	-8	3
CCC(C(=O)Nc1nc(C)c(C(=O)OC)s1)c1ccccc1 (stereo not given)	5	10	37	0	-0.3	0	-12	2
Clc1ccc(Nc2ccc3ccccc3n2)cc1	25	4	4	-2	13	45*	3	-16
Cc1c(NC(=S)NC(=O)CC(C)C)c(=O)n(-c2ccccc2)n1C	-3	3	-8	2	1.2	-5	-3	-6
O=C1Nc2c(Br)cc(Br)cc2C1(O)N1CCOCC1 (stereo not given)	-2	5	-23	0	-1.0	-1	-5	-1
Cc1ccc(-c2cc(C(=O)N3CCCc4ccccc43)no2)cc1	9	30	-59	-3	1.4	-2	8	-2
CO/N=C/c1c(-c2ccc(Cl)cc2)nc2cc(C)ccn12	10	26	5	-2	0.6	-11	-8	8
CC(OC(=O)c1cccs1)C(=O)NCc1ccc2c(c1)OCO2 (stereo not given)	-10	-4	-6	1	0.2	-3	-2	1
Cc1ccc(S(=O)(=O)NC(C(=O)N2CCOCCOCCOCCOCC2)c2ccccc2)cc1 (stereo not given)	-16	0	-3	-2	-1.7	-1	-2	8
Cc1cccc(C)c1NC(=O)CSc1nc(C)c(CC(=O)c2ccc(Br)cc2)c(C)c1C#N	-3	16	8	-4	0.6	0	-6	4
CCOC(=O)C1CCN(C(=O)CN2C(=O)c3cccnc3Oc3ccccc32)CC1	-9	-1	6	-1	-1.1	-1	5	-11
Cc1ccc(O)c(N=Cc2cc(Cc3ccccc3)cc([N+](=O)[O-])c2O)c1	-8	29	1	8	64*	-9	-3	25
COc1cc(C(=O)NCc2nnc(SCC(=O)N3CCC(C)CC3)o2)cc(OC)c1OC	-8	-6	2	-4	-2.4	2	-4	-4
CCCCn1c(N)c(N(CC(C)C)C(=O)CN2C(=O)NC3(CC(C)CC(C)(C)C3)C2=O)c(=O)[nH]c1=O (stereo not given)	1	-5	-1	11	0.2	-3	-5	-2
CN1CCC(NC(=O)c2cc(-c3cccc(Br)c3)nc3ccccc23)CC1	-11	6	8	0	-2.4	1	-6	5
Next section.
SMILES	EBI2 antag	CCR6 antagonist	Gli-Sufu block	A3A deaminase	MPTP inh	GRIN3A LBD mod	APOBEC3G inh	CXCR6 block
NC(=O)c1cccn1Cc1cccc(Cl)c1	-8	-7	-4	5	-1.7	-1	-3	-9
COc1cc2ccccc2cc1C(=O)NC1CCCCC1	12	18	-70	-3	-1.9	0	-9	-2
CCOC(=O)C1CCCN(C(=O)CC(C)c2ccccc2)C1 (stereo not given)	-10	0	-13	-3	-1.8	-1	-1	7
Cc1nc(Sc2cccn2C)c(C(F)(F)F)c(=O)[nH]1	-3	12	3	-5	2.7	-2	-7	2
CCOC(=O)c1cnc2c(-c3ccccc3)cnn2c1N	19	12	-136	-2	2.5	3	-5	6
CCC(c1nnnn1Cc1ccc(F)cc1)N(CCCO)Cc1cc2cc3c(cc2[nH]c1=O)OCO3 (stereo not given)	4	5	0	-1	0.5	-4	-1	5
COc1cc(OC)c(OC)cc1/C=N/NC(=O)c1ccc2nc[nH]c2c1	-15	12	-6	2	-0.1	0	-2	-10
CCCN1C(=O)/C(=C/c2ccc(C)s2)NC1=S	9	17	5	0	3.1	-10	-1	8
C=CCc1cc(C=O)cc(OC)c1OCc1c(Cl)cccc1Cl	-17	-8	-3	-1	-0.9	-1	-2	-8
CNc1nc2c(-c3ccc(Cl)cc3)nnn2c2ccccc12	17	-4	-2	1	2.6	3	-6	-8
C#CCNC(=O)C1=C[C@@H](c2ccc3c(c2)OCO3)C[C@@H](OCCCCO)O1	5	3	-8	-4	-1.7	-3	-8	-3
CCCCn1c(N)c(N(CC)C(=O)c2ccccc2F)c(=O)[nH]c1=O	-9	1	-5	1	0.6	2	0	-10
COc1ccccc1CNC(=O)c1cc(C2CC2)nc2c1cnn2C(C)C	7	15	1	-3	0.5	2	-8	9
Cc1cc(N2C(=O)CC(N3CCN(c4ccc(C(=O)c5cccs5)cc4)CC3)C2=O)no1 (stereo not given)	-16	16	-7	-1	-1.7	-5	-2	-2
COc1ccc(CC(=O)N(C)Cc2ccc(C(C)(C)C)cc2)cc1S(=O)(=O)N1CCOCC1	-14	9	18	0	0.4	11*	-4	-5
COC(=O)c1cnc2c(C(F)(F)F)cccc2c1OC	8	-13	-1	-5	-2.7	-1	-11	6
Cc1nn(S(=O)(=O)c2ccc(Cl)cc2)c(C)c1Sc1ccc([N+](=O)[O-])cc1	2	19	14	.	61*	1	.	3
CCCCOc1ccc(N(CC(=O)NCc2ccccc2)C(=O)c2csnn2)cc1	4	26	-3	-1	1.9	-2	2	9
O=C1CC(N(CCc2ccccc2)C(=S)Nc2ccccc2)C(=O)N1c1ccc(F)cc1 (stereo not given)	6	-3	8	1	4.2	27*	2	-3
O=C1CC(N2CCSCC2)C(=O)N1c1cccc(Cl)c1 (stereo not given)	5	1	-3	-3	-1.5	-1	-8	-8
COC(=O)c1cc(OC)c(OC)c(OC)c1[N+](=O)[O-]	-1	2	2	0	2.7	0	-2	1
Cc1cc2c(cc1S(=O)(=O)Nc1c(C)cccc1C)n(C)c(=O)c(=O)n2C	-3	-17	-10	1	-0.1	1	-3	-2
NC(=O)CC(NC(=O)Cc1ccc(Br)cc1)c1ccc(NCCc2cccc(F)c2)c([N+](=O)[O-])c1 (stereo not given)	-2	13	-25	-3	-0.5	-2	-8	13
O=C(CSc1nnc(-c2ccco2)o1)NCCc1ccccc1	12	-3	7	-1	-0.8	-4	6	13
CCCCOc1ccc(S(=O)(=O)NC(=O)NCc2ccc(OCCC)cc2)cc1	-15	-3	1	-9	2.9	2	-10	-1
CCOc1ccc(S(=O)(=O)NCc2ccco2)cc1	3	-8	-9	-3	17	0	-3	-1
Cc1ccc2nc(NC(=O)c3ccc4ncsc4c3)sc2c1	4	5	-74	-6	0.5	18*	-9	-10
COc1ccc(S(=O)(=O)N2CCOCC2)cc1NC(=O)COc1ccc2c(C)cc(=O)oc2c1	4	0	1	4	-2.6	0	0	1
